ADAM10 inh: human ADAM10 inhibitors, primary screen, biochemical, QFRET, HTS; recombinant ADAM10, EDANS/DABCYL FRET peptide cleavage, 3 h; inhibition, % at 7 µM; 0.62% of 370,000 active; AID 720582, 2013;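 active = inhibition above a per-campaign cutoff equal to the mean of compounds falling between control-based bounds plus 3 SD, cut at about 20% in these data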;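 note: 0% = DMSO wells while the 100% control is not disclosed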
Target sequence (O14672 214-748 limits assumed): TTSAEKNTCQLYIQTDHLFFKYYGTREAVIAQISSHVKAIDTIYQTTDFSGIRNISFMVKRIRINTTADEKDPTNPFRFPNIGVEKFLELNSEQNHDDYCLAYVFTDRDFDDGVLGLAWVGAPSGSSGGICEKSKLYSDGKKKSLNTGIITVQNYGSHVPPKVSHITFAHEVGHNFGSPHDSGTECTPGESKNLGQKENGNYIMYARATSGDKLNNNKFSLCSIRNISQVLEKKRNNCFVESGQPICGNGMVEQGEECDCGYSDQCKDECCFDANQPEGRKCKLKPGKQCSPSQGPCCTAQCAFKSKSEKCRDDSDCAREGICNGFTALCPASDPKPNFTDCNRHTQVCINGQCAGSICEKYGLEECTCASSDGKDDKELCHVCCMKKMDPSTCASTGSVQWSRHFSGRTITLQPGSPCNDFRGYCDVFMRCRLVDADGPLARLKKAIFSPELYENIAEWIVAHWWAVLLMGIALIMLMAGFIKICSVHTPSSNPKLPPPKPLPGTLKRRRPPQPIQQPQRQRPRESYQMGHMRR
DAX1 inh-1: DAX1 (NR0B1) inhibitors, primary screen, cell-based, HEK293, Gal4-DAX1, luciferase luminescence; Nuclear receptor subfamily 0 group B member 1 (Homo sapiens), P51843; HEK293 Gal4-DAX1 luciferase reporter; inhibition, % at 6.75 µM; 0.99% of 340,000 active; AID 504766, 2011;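 active = inhibition above the mean over all tested compounds plus 3 SD, cut at about 4.2% in these data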;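 note: 0% = DAX1-transfected cells with DMSO and 100% = empty-vector control cells with DMSO; inhibition shows as a rise in luminescence from relieved DAX1 repression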
FXN GAA850 act: FXN promoter activators, primary screen, cell-based, luciferase luminescence, HEK293 lucGAA850 | 0.56% of 360,000 active | AID 540364, 2011 | activation, % at 6 µM | HEK293 lucGAA850 FXN promoter luciferase reporter, 24 h; percent of 10 µM SAHA response;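 active = activation above the average of all compounds screened plus 3 SD, cutoff fixed separately per campaign, cut at about 7.5% in these data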;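 note: 0% = DMSO wells and 100% = 10 µM SAHA wells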
PG9 Ab binder: binders of HIV-1 gp120 antibody PG9, primary screen, biochemical, TR-FRET. AID 624416, 2012. inhibition, % at 6.7 µM. 0.43% of 360,000 active. TR-FRET gp120-PG9 antibody binding. HIV-1 gp120 / PG9 antibody interaction; in the data active = inhibition above about 8.5%
DAX1 inh-2: DAX1 (NR0B1) inhibitors on StAR promoter, primary screen, cell-based, luminescence, SF-1 (NR5A1), full-length DAX-1; HEK293T StAR-luciferase reporter, SF-1/DAX-1 repression relief; inhibition, % at 6.8 µM; 1.1% of 370,000 active; AID 652010, 2013;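 active = inhibition above the mean over all tested compounds plus 3 SD, cut at about 3.6% in these data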;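 note: 0% = DAX-1 cells with DMSO and 100% = cells lacking DAX-1 with DMSO; higher inhibition means more luminescence from relief of DAX-1 repression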
hcDAF12 agonist: H. contortus DAF-12 nuclear receptor activators, primary screen, cell-based, luminescence, HEK293, lit1-tk-luc reporter. HEK293 hcDAF-12 lit1-tk-luc reporter; 0% DMSO, 100% Δ7-dafachronic acid. activation, % at 6.8 µM. 1.4% of 370,000 active;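 active = activation above the mean of all tested compounds plus 3 SD, cut at about 5.5% in these data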;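 note: 100% = response to 3 µM Δ7-dafachronic acid high control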
ADAM17 inh: ADAM17 inhibitors, primary screen, biochemical, QFRET; Disintegrin and metalloproteinase domain-containing protein 17 (Homo sapiens), P78536; recombinant ADAM17, EDANS/DABCYL FRET peptide cleavage; inhibition, % at 6.95 µM; 0.83% of 370,000 active;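 active = inhibition above the mean of compounds lying between control limits plus 3 SD, set per campaign, cut at about 8.5% in these data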;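 note: 0% = DMSO-only wells as the low control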
Target sequence (P78536 215-824 limits assumed): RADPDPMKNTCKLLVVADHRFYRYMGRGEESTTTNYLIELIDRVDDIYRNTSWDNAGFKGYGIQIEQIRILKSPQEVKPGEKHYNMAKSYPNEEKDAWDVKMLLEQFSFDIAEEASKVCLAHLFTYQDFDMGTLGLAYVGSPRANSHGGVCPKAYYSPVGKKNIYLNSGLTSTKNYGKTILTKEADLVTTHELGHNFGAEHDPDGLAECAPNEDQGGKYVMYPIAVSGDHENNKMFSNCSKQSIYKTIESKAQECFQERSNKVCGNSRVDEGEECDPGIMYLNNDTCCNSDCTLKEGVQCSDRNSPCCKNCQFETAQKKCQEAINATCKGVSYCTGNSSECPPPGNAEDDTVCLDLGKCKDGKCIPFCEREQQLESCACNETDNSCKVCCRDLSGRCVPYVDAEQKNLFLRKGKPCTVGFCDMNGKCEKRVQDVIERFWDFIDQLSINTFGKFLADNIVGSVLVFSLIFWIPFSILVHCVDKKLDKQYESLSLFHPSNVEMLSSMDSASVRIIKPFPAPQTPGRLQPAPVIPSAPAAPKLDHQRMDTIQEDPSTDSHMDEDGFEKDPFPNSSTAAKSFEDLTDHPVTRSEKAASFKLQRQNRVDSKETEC
ssDAF-12 act: S. stercoralis DAF-12 nuclear receptor activators, primary screen, cell-based, luminescence, HEK293, GRIP1 co-expression, lit1-tk-luc; Nuclear hormone receptor DAF-12 (Strongyloides stercoralis); HEK293 ssDAF-12/GRIP1 lit1-tk-luc reporter; % of 3 µM dafachronic acid response; activation, % at 6.8 µM; 1% of 370,000 active;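 active = activation above the mean over all tested compounds plus 3 SD, cut at about 0.9% in these data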;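 note: 0% = DMSO-only wells and 100% = 3 µM delta7-dafachronic acid wells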
hgDAF-12 ag: H. glycines DAF-12 receptor agonists, primary screen, cell-based, luminescence, HEK293, GAL4 fusion, UAS-luciferase | 1.8% of 370,000 active | HEK293 GAL4-hgDAF12 UAS-luciferase reporter, agonist luminescence; normalized to butyrate control | AID 687014, 2013 | activation, % at 6.8 µM;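 active = activation above a cutoff set at the mean of all screened compounds plus 3 SD, cut at about 10% in these data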;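 note: 0% = DMSO wells and 100% = sodium butyrate wells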
GC-A act: GC-A stimulated cGMP production enhancers – HEK293 GC-A cells, cGMP TR-FRET, EC30 ANP, primary screen; activation, % at 10 µM; Atrial natriuretic peptide receptor 1 (Homo sapiens), P16066; AID 1671463, 2021; 0.14% of 370,000 active; 0% at EC30 ANP, 100% saturating ANP; in the data active = activation above about 40%
SMARCA2 activ: SMARCA2 (BRM) function activators, primary screen, cell-based, luminescence, high throughput; MG213 cells, MMTV-luciferase reporter, dexamethasone, overnight; activation, % at 9.1 µM; 1% of 370,000 active; AID 652017, 2013; in the data active = activation above about 7.8%;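 note: 0% = vehicle wells and 100% = reference activator wells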
* hit, by the source's call; i = inactive; nt = no result given.

Every second line gives: ADAM10 inh, DAX1 inh-1, FXN GAA850 act, PG9 Ab binder, DAX1 inh-2, hcDAF12 agonist, ADAM17 inh, ssDAF-12 act, hgDAF-12 ag, GC-A act, SMARCA2 activ
CC1(C)CC(NS(=O)(=O)c2ccc(Cl)cc2)CC(C)(C)N1
    -9.6, 0.2, 0.8, 1.1, 0.1, -2.3, -2.7, -0.7, -0.9, 0.5, 1.6
CCOC(=O)c1sc(NC(=O)CN2CCN(c3ccccc3)CC2)nc1C
    6.5, 0.1, 2.0, -1.0, 0.0, 0.0, -1.5, -1.0, 2.7, -3.3, 1.6
COC(=O)c1ccc(C)c(NC(=O)CCc2ccc(OC)c(OC)c2)c1
    1.1, 0.2, 1.1, -0.5, 0.2, -0.3, -0.6, -1.1, -0.1, 2.6, -3.6
COc1ccccc1C(=O)N/N=C(\C)c1ccc(NC(=O)Cc2ccccc2)cc1
    -7.7, 1.0, 2.6, -3.6, 1.6, 5.2, -2.8, -0.2, 7.3, -6.5, -0.4
COc1ccc(Br)cc1C(=O)NC(=S)Nc1ccc(Cl)c(C(=O)O)c1
    -4.3, 0.3, 0.1, -2.7, 0.9, 3.8, -3.0, -0.3, 2.1, -8.9, 0.4
CN(C)C(=O)N=NC(=O)N(C)C
    -9.0, -1.1, -0.4, 0.7, -0.3, -3.5, -5.4, -1.4, -0.9, 5.0, -2.8
CNc1ccccc1C(C)(C)c1cc(-c2cccc(Br)c2)no1
    3.8, -1.7, -0.8, -4.2, -1.5, -3.2, 1.3, -2.1, -4.0, -0.7, -4.8
O=C(Nc1ccc(N2CCOCC2)cc1)c1ccc2c(c1)OCO2
    -5.8, 2.0, 3.0, -5.3, 1.3, 1.6, -4.5, -0.4, 4.5, -3.7, 3.0
O=C(N[C@H]1C=C[C@H](CC(=O)N2CCCCC2)O[C@@H]1CO)c1cccc(F)c1
    0.8, nt, nt, -0.2, 0.4, 0.8, -1.5, -1.0, -0.6, 3.5, 0.0
COc1ccccc1-n1cc(C(=O)c2cc(Cl)ccc2O)cc(C#N)c1=O
    -2.4, 0.4, 2.1, -1.1, 0.2, 1.8, -2.6, -0.4, 1.1, -0.2, -1.6
COc1ccccc1C(=O)NCC(=O)OCC(=O)N1CC(C)OC(C)C1 (centres undefined)
    3.5, -0.2, 0.7, -0.3, -0.9, -1.9, -0.3, -0.3, -3.0, -1.6, -0.4
CCCC(=O)Nc1cccc(-c2nc3ccccc3c(=O)o2)c1
    -2.2, -1.6, 1.4, -3.6, 0.2, -1.6, -0.7, -0.2, -0.2, 3.6, 2.8
COc1cccc(N2CCN(C(=S)NCCc3ccccc3)CC2)c1
    -1.4, -1.7, -0.7, 1.8, 0.8, -1.7, -0.9, -1.1, 3.2, 4.0, -1.5
CC(=O)c1ccccc1C(=O)NCc1cccnc1
    1.1, -0.2, 1.7, -1.6, -0.5, -1.2, 0.0, -1.5, -1.3, -0.2, -1.1
NC(=O)CC(NC(=O)Cc1ccc(Br)cc1)c1ccc(NCCc2ccc(F)cc2)c([N+](=O)[O-])c1 (centres undefined)
    -0.4, 0.2, -1.5, -0.1, -0.3, -2.5, -4.2, -1.2, 0.1, 0.7, -0.4
Cc1ccc(S(=O)(=O)N2CCN(C(=O)CSc3nnc(C)c(=O)[nH]3)CC2)cc1
    6.9, 1.3, 0.1, -0.4, 0.2, -0.9, 4.2, -1.4, 2.7, 0.9, -3.8
CN1OC[C@@H]2CN(C(=S)Nc3ccc(C#N)cc3)[C@H](c3ccc(N4CCCCC4)cc3)C[C@@H]21
    -1.7, nt, nt, -1.1, 1.4, 1.2, -4.2, -1.1, -1.5, 0.1, -3.7
N#C/C(=C\c1ccc(OCc2ccc(Br)cc2)cc1)C(=O)Nc1cccc(C(=O)O)c1
    -0.8, 1.2, 2.7, 0.0, -0.4, 2.4, -3.6, -0.5, 5.6, 0.5, -2.8
O=C(NCCC1=CCCCC1)C1CC(=O)N(C2CCCCCC2)C1 (centres undefined)
    -4.0, 0.2, -2.0, 1.5, -0.5, -1.4, -3.8, -1.1, -2.5, 0.8, -2.5
CC(=O)c1cc2c(cc1NC(=O)CN1CCOCC1)OCO2
    -31.6, -0.1, 1.1, -0.4, -0.5, -1.5, -11.4, -1.1, -1.4, 0.8, -1.8
CC(=O)NC1=NN(C(C)=O)C2(CCCC2)S1
    0.6, -0.3, 0.5, -0.8, 0.3, 0.1, -2.0, -1.0, -4.5, 0.0, -1.6
CC(=O)c1cc(-c2ccc3nonc3c2)c(=O)n2c1CCC2
    -5.5, nt, nt, nt, -0.7, -1.0, 3.8, -1.1, -3.1, -0.5, -0.5
Cc1c(CC(=O)O)c(=O)oc2cc(OCc3ccc(Br)cc3)ccc12
    i, -0.4, 2.7, 0.2, 0.2, -1.0, -374.6, -1.1, 0.1, 1.9, -1.8
O=C(CSc1nnc(C2CCCCC2)o1)Nc1ccccc1Cl
    -4.6, 1.7, 4.0, -0.7, 1.5, 3.3, -4.5, -0.2, 6.8, -6.6, 2.1
Clc1ccccc1-c1ccc(CN2CCN(c3ccccc3)CC2)o1
    6.3, -0.8, -2.4, 1.0, -0.1, -0.1, -0.9, -1.0, -0.1, 9.7, -1.6
Cc1nnc(NC2=NCCCCC2)o1
    1.7, 0.0, 0.3, -2.0, 0.4, 0.8, 0.9, -1.3, 0.8, -0.2, 0.0
Cc1ccc2c(Cl)cc(Cl)c(OCC(=O)NC(C)(C)C)c2n1
    -24.0, -0.7, 3.8, 2.0, -1.1, -1.0, -11.9, -1.9, 1.2, -6.8, -2.2
CCCCN1C(=O)NC(c2ccc(OC)cc2)C(C(=O)OCc2ccccc2)=C1C (centres undefined)
    4.5, -0.1, -0.3, -0.8, 0.4, -0.6, 2.2, -1.5, -0.8, 3.3, -0.8
Cc1csc(SCC(=O)NC(=O)Cc2ccccc2)n1
    5.9, 0.3, -0.6, -0.9, 0.4, 2.7, 4.1, -1.0, -1.9, 0.8, -4.6
CC(C)=CC(=O)Nc1ccc(Cl)cc1
    -4.9, 1.4, 5.2, -0.8, 3.0, 2.0, 5.4, 1.7*, 18.9*, 0.5, 6.8
Cc1ccc(CS(=O)(=O)CCC(=O)NCCC(C)C)cc1
    -1.2, -0.3, 0.4, 1.5, -0.4, 1.6, -5.4, -2.0, -0.9, -0.8, -3.1
S=C(Nc1ccc(Cl)c(Cl)c1)N1CCCC1
    4.0, -0.1, 2.5, -0.6, -0.1, -2.5, -6.8, -0.6, -4.0, 6.0, -3.1
O=C(c1ccc2c3c(cccc13)CC2)N1CCOCC1
    -3.6, 0.1, 0.3, -1.4, -0.1, -1.0, -4.7, -1.2, -0.3, -7.3, 0.3
Cc1ccc(NC(=O)CSCC(=O)OC(C)C(=O)Nc2ccc(S(N)(=O)=O)cc2)c(C)c1 (centres undefined)
    -1.4, 0.0, 1.9, -1.9, 0.3, -2.3, -3.9, -1.1, -0.1, -3.0, 0.5
CC[C@]12C(=O)N(C)C[C@H]([C@@H]3C(=O)N(C)C(=O)[C@@H]31)N2C(=O)c1ccc(C(F)(F)F)cc1
    3.0, 0.0, -1.7, -0.6, 0.4, -1.0, -4.8, -1.2, 0.9, -0.5, 0.2
CC(C)N1Cc2nnn(Cc3ccccc3)c2-c2cc(F)ccc2S1(=O)=O
    6.1, nt, nt, nt, -1.2, -3.5, -0.4, -1.5, -5.3, -1.7, -3.5
COc1cc([C@@H]2OC[C@@H]3[C@H]2CO[C@@H]3c2ccc3c(c2)OCO3)ccc1O
    -1.8, 0.9, 0.9, 0.5, 0.6, -0.2, 2.9, -1.1, 0.6, 0.3, -0.3
CC1CCCN(c2nc3c(c(=O)[nH]c(=O)n3C)n2CCSc2nc3ccccc3o2)C1 (centres undefined)
    2.0, 1.8, 1.4, -0.9, -0.2, 2.1, 2.5, -1.2, -0.8, -3.2, -0.4
CC1CCN(CCCCOc2cccc(Br)c2)CC1
    -6.6, 2.6, 1.7, 0.5, 0.1, -1.8, -3.8, -1.2, -0.6, -2.8, -1.1
Cc1cccc(C)c1NC(=O)c1ccc(-c2cc(F)ccc2F)o1
    -16.4, nt, 0.8, 2.5, -1.3, -2.3, 1.7, -1.8, -2.7, 3.5, -4.5
CC(C)[C@H](NC(=O)c1ccc(Cl)cc1)C(=O)Nc1cccc(S(=O)(=O)N2CCOCC2)c1
    -0.6, 0.1, -3.8, 0.2, -0.2, -1.4, 1.8, -1.2, 0.0, -0.7, -2.7
COc1ccc(OCc2cc(C(=O)N(C)Cc3cc(C4CC4)n[nH]3)no2)c(Cl)c1
    9.3, 1.5, 3.5, -2.6, 4.2*, 4.1, 0.5, -1.2, 8.0, -1.5, 4.7
COC(=O)Cn1cnc2c(nnn2-c2ccc(C)cc2)c1=O
    6.8, 2.8, -2.9, -1.7, 0.8, -1.8, 2.9, -1.0, -0.9, -2.7, -4.0
CC(C)(/C=N/O)N(O)C=C1C=CC(=O)C=C1
    -5.2, -1.2, 1.4, -0.4, -0.4, -0.4, -6.9, -1.2, -1.1, 0.4, -4.8
COc1ccccc1N=NNc1ccccc1OC
    8.6, 1.4, 1.8, -4.3, 0.8, -1.0, 3.7, -1.0, 1.9, -1.9, 0.2
CN1CCC(OC2c3ccccc3CCc3ccccc32)CC1
    -10.0, -0.6, -0.9, -0.4, 0.0, 2.1, 3.8, -0.7, -1.4, -25.7, -3.9
COc1cc(/C=N/O)cc(Cl)c1OC
    3.1, -0.4, 0.6, -1.9, 0.8, -1.3, 4.7, -1.4, -0.9, 8.2, -1.2
CC1(C(=O)NCc2ccccc2)CCC(=O)N1C1CCN(Cc2ccccc2)CC1 (centres undefined)
    1.1, nt, nt, -0.5, 1.0, -0.3, -4.8, -0.6, -2.1, 1.0, -6.0
N#C/C(=C\c1ccc(-c2ccc(F)cc2)o1)C(=O)Nc1nc(-c2cccs2)cs1
    10.9, -1.0, 1.6, -3.1, 0.3, 3.8, 0.7, -0.4, -0.7, 5.6, -2.2

Random excerpt: 3 records from the list
Every second line gives: ADAM10 inh, DAX1 inh-1, FXN GAA850 act, PG9 Ab binder, DAX1 inh-2, hcDAF12 agonist, ADAM17 inh, ssDAF-12 act, hgDAF-12 ag, GC-A act, SMARCA2 activ
COC(=O)Cn1cnc2c(nnn2-c2ccc(C)cc2)c1=O
    6.8, 2.8, -2.9, -1.7, 0.8, -1.8, 2.9, -1.0, -0.9, -2.7, -4.0
COc1cc(/C=N/O)cc(Cl)c1OC
    3.1, -0.4, 0.6, -1.9, 0.8, -1.3, 4.7, -1.4, -0.9, 8.2, -1.2
CC(C)(/C=N/O)N(O)C=C1C=CC(=O)C=C1
    -5.2, -1.2, 1.4, -0.4, -0.4, -0.4, -6.9, -1.2, -1.1, 0.4, -4.8
